Bioassay records: PubChem, The Scripps Research Institute Molecular Screening Center
M4 PAM: CHRM4 positive allosteric modulation. 0.4% of 360,000 active. AID 624126. activation, % at 3 µM. P08173. CHO-K1 hM4/Gqi5, Fluo-8 calcium fluorescence, ACh EC20; 0% = ACh EC20, 100% = maximal ACh;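 active = activation above its plate's cutoff, the mean activation of sample wells plus 3 SD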; note: some results filed as inactive read as strong as hits
Target sequence (P08173 whole entry, looked up): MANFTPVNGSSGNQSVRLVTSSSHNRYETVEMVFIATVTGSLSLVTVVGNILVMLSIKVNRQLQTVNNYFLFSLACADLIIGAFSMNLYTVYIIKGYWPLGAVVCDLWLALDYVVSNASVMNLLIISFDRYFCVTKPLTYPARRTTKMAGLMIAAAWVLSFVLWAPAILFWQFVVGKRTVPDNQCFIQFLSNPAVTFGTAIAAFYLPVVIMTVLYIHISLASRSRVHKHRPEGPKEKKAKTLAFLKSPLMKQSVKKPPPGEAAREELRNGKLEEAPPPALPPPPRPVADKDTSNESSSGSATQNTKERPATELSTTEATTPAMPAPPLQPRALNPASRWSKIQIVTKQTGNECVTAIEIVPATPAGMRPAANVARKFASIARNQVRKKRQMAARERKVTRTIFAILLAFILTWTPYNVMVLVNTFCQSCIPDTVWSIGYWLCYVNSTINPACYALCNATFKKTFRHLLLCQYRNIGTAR
M5 antag: antagonists of human muscarinic M5 receptor (CHRM5); P08912; CHO-hM5 cells, Fluo-8 calcium fluorescence, ACh EC80; inhibition, % at 3 µM; 0.59% of 360,000 active; AID 624040;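 active = inhibition above a per-plate cutoff, the mean of that plate's test compounds plus 3 SD, cut at about 27% in these data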;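 note: 0% = acetylcholine EC80 with DMSO and 100% = DMSO without agonist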
Target sequence (P08912 whole entry, looked up): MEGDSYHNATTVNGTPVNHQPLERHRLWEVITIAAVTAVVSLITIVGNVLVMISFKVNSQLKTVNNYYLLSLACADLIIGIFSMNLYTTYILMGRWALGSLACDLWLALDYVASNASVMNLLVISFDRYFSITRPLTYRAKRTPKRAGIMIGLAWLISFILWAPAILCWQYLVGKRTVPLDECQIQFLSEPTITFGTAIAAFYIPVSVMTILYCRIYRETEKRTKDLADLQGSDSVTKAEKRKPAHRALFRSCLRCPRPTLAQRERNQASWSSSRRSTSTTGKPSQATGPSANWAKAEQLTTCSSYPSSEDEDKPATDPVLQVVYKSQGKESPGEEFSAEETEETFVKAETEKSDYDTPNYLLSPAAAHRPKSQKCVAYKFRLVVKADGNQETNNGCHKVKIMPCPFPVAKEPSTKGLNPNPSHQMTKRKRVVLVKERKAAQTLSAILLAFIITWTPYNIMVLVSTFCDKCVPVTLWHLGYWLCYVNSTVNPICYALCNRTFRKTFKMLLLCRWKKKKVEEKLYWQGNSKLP
M1 ag parental: M1 agonist counterscreen hit in parental CHO-K1 cells; AID 602248; activation, % at 3 µM; 0.48% of 360,000 active; Fluo-8 calcium fluorescence; scaled to maximal ATP response, vehicle zero; in the data active = activation above about 15%;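 note: untransfected CHO-K1 host cells lacking M1 receptor as counterscreen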
CHRM4 agonist: CHRM4 agonism in calcium assay; CHO-K1 hM4/Gqi5, Fluo-8 calcium fluorescence; vehicle 0%, full acetylcholine response 100%; activation, % at 3 µM; 0.14% of 360,000 active;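 active = activation above the run mean over all test wells plus 3 SD, cut at about 32% in these data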;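 note: peak over basal fluorescence ratio per well then scaled between controls; 0% = DMSO wells and 100% = acetylcholine at EC100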
CHRM4 antagonist: CHRM4 antagonism in calcium assay | CHO-hM4 cells, ACh EC80, Fluo-8 calcium fluorescence | 0.73% of 360,000 active | P08173 | inhibition, % at 3 µM;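 active = inhibition above its plate's cutoff, the mean inhibition of sample wells plus 3 SD, cut at about 27% in these data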;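 note: 0% = acetylcholine EC80 with DMSO and 100% = DMSO without agonist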
M5 ag: CHRM5 agonism in calcium assay; P08912; CHO-K1 hM5 cells, Fluo-8 calcium fluorescence; 0% DMSO wells, 100% maximal acetylcholine response; activation, % at 3 µM; 0.19% of 360,000 active; AID 624037;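 active = activation above the run's mean over test compounds plus 3 SD, cut at about 23% in these data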;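 note: signal is peak over basal fluorescence ratio across the kinetic read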
M5 PAM: positive allosteric modulators of human muscarinic M5 receptor. CHO-K1 hM5, Fluo-8 calcium, ACh EC20 PAM; 0% = ACh EC20, 100% = ACh EC100. activation, % at 3 µM. 0.3% of 360,000 active. AID 624038;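 active = activation above the run cutoff, the mean activation of all test compounds plus 3 SD, cut at about 18% in these data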
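System: CHO-K1 cell line with stable human muscarinic M5 receptor expression | Also added: EC20 acetylcholine as agonist stimulus | Compound: One concentration, 3 µM final (nominal) | Timing: Fluo-8 loading 80 min at 37 °C plus 30 min room temperature | Measured by: Fluo-8 calcium dye fluorescence, kinetic read | Read-out basis: % activation, ACh-normalized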
CHO-K1 Ca antag: nonselective inhibitor or artifact in parental CHO-K1 cells | 0.6% of 360,000 active | inhibition, % at 3 µM | ATP-induced calcium, Fluo-8 fluorescence | AID 602250;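 active = inhibition above a per-plate cutoff, the plate's mean sample inhibition plus 3 SD, cut at about 24% in these data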;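 note: 0% = DMSO plus EC80 ATP and 100% = DMSO alone without ATP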
CHO-K1 Ca PAM: nonselective activator or artifact in parental CHO-K1 calcium assay; ATP EC20, Fluo-8 calcium fluorescence; 0% at ATP EC20, 100% at ATP max; activation, % at 3 µM; 0.02% of 360,000 active; AID 602247;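 active = activation above the run cutoff, the mean activation of all test compounds plus 3 SD, cut at about 40% in these data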;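 note: peak over basal fluorescence ratio in a 140 s read after ATP addition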
Active calls of the source: *; & = joins results of further samples.

smiles,M5 PAM,CHRM4 antagonist,M5 antag,M1 ag parental,CHRM4 agonist,M5 ag,M4 PAM,CHO-K1 Ca antag,CHO-K1 Ca PAM
c1ccc(COc2ncnc3c2ncn3CCCN2CCN(Cc3cccc4ccccc34)CC2)cc1,-5.9,-13.3,-0.1,4.6,22.7,-1.1,-12.6,0.1,9.9
O=C(CN1CCCC1)N1c2ccccc2Sc2ccccc21,-14.0,60.9*,59.2*,0.0,0.4,-9.8,-24.7,-11.3,3.9
Cc1ccc(CSCCNC(=O)CN(c2cccc([N+](=O)[O-])c2)S(C)(=O)=O)cc1,-4.8,0.3,-2.0,1.3,2.8,-4.2,-7.0,-0.9,5.4
CCC(=O)N1CCc2cc(S(=O)(=O)CCC(=O)N3CCN(c4ccccc4F)CC3)ccc21,6.5,-5.6,1.9,0.7,1.4,0.2,-4.6,-5.3,2.5
CCCC(=O)Nc1ccc(C(=O)Nc2nc(CC(=O)OCC)cs2)cc1,-8.1,-3.0,2.6,2.0,7.0,5.5,-3.7,2.4,4.9
C=CCc1cccc(CNc2nc3ccccc3n2CC)c1O,-6.1,-4.0,-6.2,0.3,1.3,-4.5,-3.2,-9.0,11.9
CCn1c(SCC(=O)NNC(=O)c2ccc(C)cc2)nnc1-c1ccco1,-1.0,-1.6,6.3,2.6,0.3,-2.1,2.2,-2.9,12.1
CCn1c(SCC(=O)Nc2ccc3c(c2)OCO3)nc2c1c(=O)n(C)c(=O)n2C,-4.0,-5.6,-0.7,0.0,0.8,2.5,5.6,10.0,-3.7
CN[C@H](C)C(=O)NC[C@H]1O[C@@H](n2cnc3c(N)ncnc32)[C@H](O)[C@@H]1O,-0.1,4.3,2.8,0.1,-0.1,0.6,-3.5,2.6,6.8
CC1CCC(NC(=O)c2ccc(CNc3c(NC4CCCCC4)c(=O)c3=O)cc2)CC1 (configuration not stated),-0.5,-17.5,-3.3,0.7,1.4,0.7,3.4,-5.8,20.0
CC(C)(C)C(=O)CN1CCN(S(=O)(=O)c2ccc(F)cc2)CC1,-4.6,0.0,-0.9,0.8,0.6,-2.6,4.2,-10.3,13.0
COc1ccc(F)cc1-c1cc(C(=O)NCc2ccc(F)cc2)[nH]n1,-1.7,2.1,0.9,2.0,5.2,-1.5,-4.5,-8.1,8.6
CCN(CC)Cc1c(C(=O)OC(C)C)nnn1-c1nonc1N,-2.0,0.1,-5.4,1.5,1.0,-2.9,6.2,-12.6,20.4
COc1ccc(Cn2c(-c3ccccc3C)nc3c(c(=O)c4ccccc4n3C)c2=O)cc1,0.5,-2.9,-1.4,0.5,0.0,-0.4,2.2,-18.2,10.9
Nc1c(C(=O)NCc2ccccc2)nnn1Cc1cccc(Cl)c1,-0.8,5.9,-5.6,0.8,3.9,5.4,2.0,-11.7,14.8
COc1cccc(NC(=O)Nc2cnccn2)c1,-0.2,8.3,1.1,0.3,0.6,-2.2,1.4,-13.9,25.2
Cc1cn(-c2cc(C(=O)Nc3ccc(C)c(NC(=O)C(=O)c4c[nH]c5ccccc45)c3)cc(C(F)(F)F)c2)cn1,7.3&-6.4,-1.2&-10.5,-3.0&11.2,0.2&1.9,1.8&1.9,0.5&4.0,-2.7&-0.6,-5.9&-9.9,13.4&-3.3
COc1ccc2cnnc(SCC(=O)Nc3ccc(C(C)=O)cc3)c2c1OC,-4.9,0.1,6.8,5.8,0.3,-0.3,-2.7,7.7,-3.2
O=C(COC(=O)c1ccncc1)Nc1ccccc1,1.2,2.8,8.7,0.4,0.2,0.4,-0.7,-17.5,-4.5
O=C(CSc1ncnc2sccc12)NC1CCS(=O)(=O)C1 (configuration not stated),8.8,-7.9,8.2,0.4,0.9,5.7,4.2,-13.0,13.4
O=C(c1ccccc1F)N1CCN(C2CCC(c3ccccc3)CC2)CC1 (configuration not stated),-8.4,0.8,6.5,1.2,3.0,-13.4,-14.2,-7.0,13.7
CCOc1ncccc1C(=O)OCC(=O)c1ccc(OC)c(OC)c1,7.0,4.4,2.9,0.3,4.3,2.1,8.9,-1.0,-13.3
CC1(C)OC(=O)C2=C(CC(CCc3ccccc3)OC2c2ccccc2)O1 (configuration not stated),-0.6,3.6,-1.8,0.5,1.9,0.6,-8.0,-15.8,12.9
CN1C(=O)C2(c3ccccc31)N(C)CC(c1ccccc1)C21SC(=S)N(Cc2ccco2)C1=O (configuration not stated),-0.2,5.9,0.8,0.2,-1.4,-1.1,0.7,3.2,5.3
CC1(C(=O)NS(=O)(=O)c2cccc(F)c2)CCN1C(=O)c1cccc(F)c1 (configuration not stated),4.1,-2.0,-3.6,0.8,-0.2,0.4,6.7,-12.7,12.9
CCOC(=O)c1cc(CC)sc1NC(=O)c1cccc(N2C(=O)CCC2=O)c1,-5.4,5.3,5.5,0.5,0.4,-1.0,2.2,-10.2,23.6
N#C/C(=C\Nc1ccc(Cl)cn1)S(=O)(=O)c1ccccc1,-11.1,25.2,9.8,3.0,8.9,-1.6,-16.9,3.3,-4.6
O=C(NCCNS(=O)(=O)c1ccccc1)c1ccc([N+](=O)[O-])cc1,-7.2,4.6,18.8,-0.3,1.6,2.0,-6.6,8.0,-14.2
Cc1ccc(N2C(=O)C3ON(c4ccccc4)C(c4ccncc4)C3C2=O)cc1 (configuration not stated),-0.6,4.1,3.8,1.6,1.6,-1.7,-9.0,2.6,14.5
O=C(N/C(=C\c1ccc(Cl)cc1)C(=O)N1CCOCC1)c1ccc([N+](=O)[O-])cc1,3.1,1.5,-3.0,0.2,0.4,-3.0,-1.7,-13.8,10.1
OCC[C@H]1C[C@@H](O)[C@H](O)[C@]2(Cc3ccccc3CCO2)O1,0.6,5.0,14.1,0.7,0.4,-0.2,3.5,-5.7,6.7
CNC(=O)NC(=O)C(C)OC(=O)c1ccc(Cl)c(S(=O)(=O)Nc2ccc(F)cc2)c1 (configuration not stated),-4.5,5.6,10.3,4.0,3.2,4.8,-3.9,-12.0,18.4
Cc1ccccc1S(=O)(=O)NC(=O)C1(C)CCN1C(=O)C1(c2ccc(Cl)cc2)CC1 (configuration not stated),-5.0,-8.2,0.7,-0.3,-0.6,1.3,-1.8,-1.4,6.3
CCN1C(=O)c2cccc3c(S(=O)(=O)NCc4ccccc4)ccc1c23,-2.7,-2.4,2.7,1.8,7.8,2.1,1.5,-12.7,16.4
CN(c1ccccc1)S(=O)(=O)c1cccc(NC(=O)CSc2ncn[nH]2)c1,-14.7,4.1,19.3,6.0,11.2,4.7,-3.2,21.0,-13.5
COC(=O)CCNc1n[nH]c(=O)[nH]c1=O,-1.6,2.2,-8.9,-0.1,0.2,-1.4,2.6,7.4,-11.0
COCCCN(C(C)=O)c1nc(-c2ccc(OC)cc2)cs1,-4.2,0.9,-3.4,0.1,0.2,-1.9,-8.9,17.8,-9.3
CCCn1c(N)c(C(=O)CSc2nc3ccccc3c(=O)n2Cc2ccccc2)c(=O)[nH]c1=O,-1.4,0.2,5.4,-0.1,-0.8,-1.1,-5.3,10.2,-13.2
O=C(CN(Cc1ccccc1)C(=O)c1ccco1)NCc1ccc(F)cc1,16.7,12.5,10.7,0.6,2.2,-0.5,-1.4,4.3,7.8
CC(/C=C/C=C/c1ccccc1)=N/NC(=O)c1ccc2c(c1)OCCO2,8.7,3.9,-5.1,1.3,3.6,6.8,-0.5,5.9,-8.5
O=C(NCc1cccnc1)C(=O)Nc1cc2c3c(c1)CC(=O)N3CCC2,-5.4,10.7,3.7,0.3,0.4,3.2,-2.1,-3.7,-0.6
O=C(Nc1cc([N+](=O)[O-])ccc1Cl)c1ccc2c(c1)OCO2,-1.0,0.7,2.9,0.3,1.0,-2.2,8.7,-5.6,20.2
CS(=O)(=O)c1nc(S(=O)(=O)c2ccc(Cl)cc2)c(N2CCC3(CC2)OCCO3)s1,-0.6,-0.1,3.1,2.2,3.0,-7.0,4.0,-11.1,17.2
Cc1c(NC(=O)C(C)OC(=O)[C@@H](NC(=O)c2ccccc2)C(C)C)c(=O)n(-c2ccccc2)n1C (some centres not stated),8.7,-14.1,-10.1,0.6,1.6,2.4,4.0,-19.5,12.9
NC(=O)c1ccc(NS(=O)(=O)c2ccc(Br)s2)cc1,5.3,-7.4,-0.5,1.1,1.0,1.9,12.9,-4.3,14.4
COc1ccc(C2CC(C(F)(F)F)n3nc(C(=O)O)cc3N2)cc1OC (configuration not stated),-4.0,4.2,5.9,0.3,0.0,0.1,4.6,8.2,-4.3
C#Cc1ccc([C@@H]2C=C(C(=O)NCc3ccccc3)O[C@H](OCC)[C@H]2CCCO)cc1,-3.2,19.1,9.1,3.8,6.0,9.2,-7.3,-7.7,4.2
CCOc1cc(/C=C/C(=O)OCC(=O)NCc2ccco2)cc(Cl)c1OC,3.5,1.0,-10.8,-0.4,1.4,-4.7,1.2,-2.0,10.9

By substructure: those above with a CF3 group.
smiles,M5 PAM,CHRM4 antagonist,M5 antag,M1 ag parental,CHRM4 agonist,M5 ag,M4 PAM,CHO-K1 Ca antag,CHO-K1 Ca PAM
Cc1cn(-c2cc(C(=O)Nc3ccc(C)c(NC(=O)C(=O)c4c[nH]c5ccccc45)c3)cc(C(F)(F)F)c2)cn1,7.3&-6.4,-1.2&-10.5,-3.0&11.2,0.2&1.9,1.8&1.9,0.5&4.0,-2.7&-0.6,-5.9&-9.9,13.4&-3.3
COc1ccc(C2CC(C(F)(F)F)n3nc(C(=O)O)cc3N2)cc1OC (configuration not stated),-4.0,4.2,5.9,0.3,0.0,0.1,4.6,8.2,-4.3

Next records follow.
smiles,M5 PAM,CHRM4 antagonist,M5 antag,M1 ag parental,CHRM4 agonist,M5 ag,M4 PAM,CHO-K1 Ca antag,CHO-K1 Ca PAM
COc1ccc(C(=O)N2CCSCC2)cc1OC1CCN(C(C)=O)CC1,6.0,-1.3,-7.2,0.2,0.6,-4.0,11.4,-1.9,2.5
O=[N+]([O-])c1ccc(SCc2ccncc2)nc1,4.4,-9.1,-1.4,6.9,0.2,-4.8,7.4,-14.2,2.9
COc1ccc2cc(/C(C)=N/NC(=O)c3cc(-c4cccnc4)nc4ccccc34)ccc2c1,7.5,-6.8,-2.2,-0.1,1.8,-2.1,6.4,-5.8,22.0
O=C(CCCN1C(=O)c2cccc3cccc(c23)C1=O)N1CCN(Cc2ccc3c(c2)OCO3)CC1,-42.7,-6.8,1.0,4.0,13.9,-4.8,-16.8,-4.7,13.5
O=S(=O)(c1ccc(-c2nnco2)cc1)N1CCCCC1,5.7,4.1,0.3,2.6,0.3,-2.8,3.0,-17.2,10.9
COC(=O)c1ccc(NC(=O)CSc2nnnn2C2CCCCC2)cc1,2.8,1.9,-2.9,0.0,0.5,3.4,5.3,-15.0,6.1
O=S(=O)(c1ccc(F)cc1)c1nc(-c2ccco2)oc1Nc1ccccc1,-3.2,-9.8,2.8,0.4,-1.4,-1.6,-2.9,5.0,14.2
OC(c1cccc(Cl)c1)c1nc(-c2cccc3cccnc23)cs1 (configuration not stated),1.9,-5.3,-3.8,-0.2,1.1,0.7,-1.9,-8.9,18.1
CCOC(=O)c1cc2ccc(OC(=O)c3ccco3)cc2oc1=O,1.7,0.6,-1.1,0.4,-1.7,5.3,6.3,-23.4,5.2
CCn1c(CCn2c3ccccc3c3ccccc32)n[nH]c1=S,1.4,-15.6,-4.7,2.2,1.6,-0.3,6.7,-11.8,23.6
